West Nile antiviral: inhibition of WNV-induced cytopathic effect – cell-based, CPE readout (AID 1621); West Nile virus-infected cells, CPE inhibition; higher % means a stronger effect; one-dose CPE inhibition, % at 10 µM; IC50 in µM for titrated hits; hit rate 0.02% among 290,000; in the data active = a potency from the dose series; also: strong numbers were not always called active
RSV CPE inhibition: inhibition of RSV-induced cytopathic effect – HEp-2 cells, primary 10 µM value included (AID 2391). HEp-2 cells, RSV-induced CPE inhibition; higher % means a stronger effect. hit rate 0.13% among 310,000. one-dose CPE inhibition, % at 10 µM; IC50 in µM for titrated hits; in the data active = a potency from the dose series; also: strong numbers were not always called active
Dengue-2 NS5 capping: Dengue-2 NS5 methyltransferase inhibitors, primary screen, biochemical, confirmation dose response (AID 588689) | Dengue-2 NS5 methyltransferase capping enzyme assay, biochemical; higher % means a stronger effect | inhibition, % at 25 µM, or IC50 in µM where a hit was titrated | hit rate 0.3% among 340,000; in the data active = a potency from the dose series
MgcRacGAP inhibition: MgcRacGAP GTPase-activating activity inhibitors, confirmation, biochemical, ADP Hunter fluorescence. MgcRacGAP-stimulated Rac1 GTP hydrolysis, ADP Hunter fluorescence; higher % means a stronger effect; GST-tagged Rac1 F28L mutant substrate. one-dose inhibition, % at 30 µM; IC50 in µM for titrated hits. hit rate 0.6% among 340,000. AID 624330;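 active = first-screen hits whose inhibition reached a set limit at any dose in the follow-up dose series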;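 also: fluorescence reports GDP produced by GAP-driven GTP hydrolysis; strong numbers were not always called active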
Salmonella PhoP GFP: PhoP-dependent GFP reporter repression – Salmonella Typhimurium, primary screen (AID 1863); S. Typhimurium PhoP-regulated promoter GFP reporter, 4 h; higher % means a stronger effect; one-dose inhibition, % at 50 µM; IC50 in µM for titrated hits; hit rate 0.16% among 300,000;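 active = inhibition over 29.93%, a cutoff 3 SD above the screen mean, later confirmed by dose response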;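 also: 0% = low Mg2+ inducing control and 100% = high Mg2+ repressing control; strong numbers were not always called active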
Large T inhibition: TAg ATPase/helicase activity blockers – biochemical (AID 1903); SV40 large T antigen ATPase/helicase inhibition assay; higher % means a stronger effect; one-dose inhibition, % at 20 µM; IC50 in µM for titrated hits; hit rate 0.39% among 310,000; in the data active = a potency from the dose series; also: strong numbers were not always called active
NTR1 ag: NTR1-driven beta-arrestin-GFP spot formation – imaging, U2OS cells, high content, primary screen (AID 493036); P30989; agonist mode; activation, % at 20 µM; hit rate 0.17% among 330,000;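 active = activation at or above 40% of the spot to cytoplasm intensity ratio, with at least 20 cells analyzed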;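 also: 0% = DMSO without peptide and 100% = 100 nM NTR1 peptide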
Target sequence (P30989 whole entry, looked up): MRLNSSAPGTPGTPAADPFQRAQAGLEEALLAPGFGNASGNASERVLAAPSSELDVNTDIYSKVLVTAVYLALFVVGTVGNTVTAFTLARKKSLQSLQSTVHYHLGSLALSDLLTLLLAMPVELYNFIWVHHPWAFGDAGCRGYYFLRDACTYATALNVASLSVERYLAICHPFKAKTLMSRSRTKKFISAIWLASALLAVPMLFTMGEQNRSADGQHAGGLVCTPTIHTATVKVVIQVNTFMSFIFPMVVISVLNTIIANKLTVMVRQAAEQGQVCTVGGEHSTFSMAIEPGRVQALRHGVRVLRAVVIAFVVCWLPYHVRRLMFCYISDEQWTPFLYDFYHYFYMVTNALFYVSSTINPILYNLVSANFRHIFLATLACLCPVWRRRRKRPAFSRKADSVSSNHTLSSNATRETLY
UTI89 phage lysis: protection from phage-mediated lysis, alamar blue read-out – E. coli UTI89, K1F phage, bacterial capsule biogenesis inhibitors (AID 488966) | hit rate 0.02% among 340,000 | inhibition, % at 100 µM; hits with a dose series show IC50 in µM | E. coli UTI89 K1F phage lysis, alamar blue, 2 h; higher % means a stronger effect;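 active = phage lysis inhibition, versus mean bacterial control, above a set limit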;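 also: capsule biogenesis inhibitors block K1F phage lysis so surviving cells raise fluorescence; higher fluorescence means more inhibition of phage lysis; actives were called in the ten point dose series up to 300 µM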
T cell HTS: T cell immune modulation candidate; 2C CD8+ T cell-vesicle binding, flow cytometry; stronger effect = lower value; calls only at 7 µM; hit rate 0.068% among 330,000;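 active = response, share of CD8 T cells binding vesicles, and their 90th percentile fluorescence all below set limits, cut at about 80% in these data, passing the limit was not always enough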
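Read-out – percent CD8+ FL2 mean versus row control · System – murine 2C transgenic CD8+ T lymphocytes · Times – 1.5 h cell–vesicle binding at 37 °C, then 20 min icy labelling · Control set – naked vesicles low, QL9 vesicles with vehicle high · Detection – cytometric PE anti-B7-1 and Alexa647 anti-CD8 signals after 1% paraformaldehyde fixation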
T cell HTS vesicle-bound %: recorded beside T cell HTS, whose call it bears; double positive events, %; measured here: CD8+ vesicle-bound cell fraction;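 binding gate set so that unloaded-vesicle control wells show 10% double positive cells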
NTR1 ag cell count 20 µM: second read-out of NTR1 ag, no call of its own (marks repeat the call); cell count; measured here: cell count, cytotoxicity flag
Dengue-2 NS5 capping pilot replicate: recorded beside Dengue-2 NS5 capping, whose call it bears; inhibition, %; measured here: pilot screen replicate inhibition
An asterisk follows results filed as active; i = inactive; . = not tested or not shown; [ ] = dose if it differs, or a comment.

SMILES	West Nile antiviral	RSV CPE inhibition	Dengue-2 NS5 capping	MgcRacGAP inhibition	Salmonella PhoP GFP	Large T inhibition	NTR1 ag	NTR1 ag cell count 20 µM	UTI89 phage lysis	T cell HTS	T cell HTS vesicle-bound %	others
CC1CCCN(C(=O)COC(=O)c2cc(Br)ccc2O)C1 (stereo not given)	.	.	-2%	4%	.	.	-2.8	65	0.2%[50 µM]	i	48
CCOC(=O)CCn1cnc2ccc([N+](=O)[O-])cc2c1=O	-0.4%	2.6%	-6%	11%	-2%	2%	2.7	42	0.1%	i	8
CCN1CNC(=S)N(c2cc(C)ccc2C)C1	-0.1%	1.6%	1%	3%	-11%	19%	-0.4	80	0.6%	i	39	Dengue-2 NS5 capping pilot replicate=-2.9
CCOC(=O)c1c(NC(=O)CSc2nc3c(c(=O)n(C)c(=O)n3C)n2CC)sc(C)c1C	-0.8%	0.1%	2%	2%	.	.	2.9	62	-0.4%	i	10
NC(=O)C1CCN(C(=O)N2c3ccccc3Sc3ccccc32)CC1	-0.3%	0.5%	-2%	-1%	5%	13%	0.8	54	-1.9%	i	11
Cc1cc(OCC(=O)N2CCN(c3ccccn3)CC2)cc(C)c1Br	-0.7%	7.8%	1%	11%	7%	10%	2.6	52	-0.2%	i	9
CCc1ccccc1NC(=O)C1CC(c2ccc(F)cc2)=NO1 (stereo not given)	-0.8%	2.9%	5%	4%	-10%	-2%	-0.8	75	1.0%	i	18
CCn1c(Oc2cccc(Br)c2)nc2c1c(=O)n(C)c(=O)n2C	-0.7%	0.6%	-4%	13%	-8%	-2%	3.2	49	0.5%	i	17
O=C(COC(=O)COc1ccc2c(c1)CCC2)Nc1ccccc1C(F)(F)F	.	.	-7%	5%	.	.	2.0	60	0.9%[50 µM]	i	50
CCc1ccc(C2=NN(S(C)(=O)=O)C(c3cccs3)C2)cc1 (stereo not given)	-1.6%	8.4%	-12%	-9%	-6%	9%	-2.6	79	-0.2%	i	40
Cc1cc2nc3c(nc2cc1C)C1(C(=O)O)CCC3(C)C1(C)C (stereo not given)	0.6%	0.6%	.	1%	-35%	0%	0.1	44	0.5%	i	44
COc1ccc(NC(=O)c2nc[nH]c2C(=O)N2CCN(C(=O)OC(C)(C)C)CC2)cc1	0.7%	2.0%	-6%	2%	-3%	22%	1.1	95	0.4%	i	25
NC(=O)NC(=O)COC(=O)c1ccccc1OCc1ccc(F)cc1	0.2%	-1.1%	-3%	8%	-6%	3%	1.5	54	0.1%	i	44
O=C(NC1CCCC1)C(c1ccccc1)N(C(=O)c1ccno1)c1cccnc1 (stereo not given)	-0.3%	1.1%	-2%	6%	0%	20%	-3.1	91	-1.1%	i	48
COC(=O)C1=C(C)N(Cc2ccccc2)C(=NCC(C)C)N[C@H]1c1cccc(F)c1	.	.	-6%	4%	.	.	4.5	62	-0.5%	i	11
CN(c1ccccc1)S(=O)(=O)c1cccc(C(=O)NCCc2ccc(O)c(O)c2)c1	0.6%	-0.3%	-3%	69µM*	6%	15%	4.4	56	3.4%	i	32
CCCOc1ccc(C(=O)NCCc2ccccc2)cc1	0.3%	0.8%	-10%	5%	-5%	6%	-0.7	78	0.3%	i	60
CCCCCSc1nncc(=O)[nH]1	0.9%	0.6%	4%	8%	-31%	13%	3.3	58	2.6%	i	35
O=C(CN(C(=O)CCC(=O)Nc1ccccn1)C1CCCC1)NCc1ccc(F)cc1	-0.7%	0.7%	-6%	10%	-2%	20%	2.2	52	0.4%	i	40
Cc1ccc(CN2C(=O)N/C(=C/c3ccc4c(c3)n(C)c(=O)n4C)C2=O)cc1	-0.4%	-3.1%	.	.	16%	-4%	3.8	36	.	i	6
O=C(NNC(=S)Nc1ccccc1)Nc1ccccc1	-0.1%	1.4%	-1%	6%	-1%	20%	-0.4	56	-0.9%	i	22
Cn1c(=O)c2c(-c3ccc(C(C)(C)C)cc3)n(CC3CCCO3)cc2n(C)c1=O (stereo not given)	-0.2%	-0.8%	0%	-1%	4%	15%	-1.3	70	0.8%	i	15
Cc1ccccc1OCC(O)Cn1nnc2ccccc21 (stereo not given)	0.0%	4.5%	0%	9%	11%	6%	-4.8	52	2.7%	i	34
Cc1cccc(OCC2CCCN(Cc3nc(C4CC4)no3)C2)c1 (stereo not given)	-0.7%	2.8%	2%	14%	-2%	11%	-0.9	64	-0.3%	i	44
O=C(/C=C/c1ccccc1)NNC(=O)c1ccco1	0.1%	5.8%	-9%	1%	-1%	8%	2.2	49	0.8%	i	26
O=S(=O)(c1cccc2cnccc12)N1CCNCC1	.	-2.4%	1%	-2%	-8%	2%	0.6	43	4.6%	i	24
CCCCn1c(N)c(N(CC(C)C)C(=O)CCNC(=O)c2ccc([N+](=O)[O-])cc2)c(=O)[nH]c1=O	.	.	-4%	4%	.	.	-1.2	70	0.6%[50 µM]	.	.
COc1ccc(C)cc1S(=O)(=O)N(C)CC(=O)NCc1ccncc1	-0.2%	1.4%	19%	2%	-5%	8%	1.3	46	-0.1%	i	22
O=C(N1CCOCC1)C(F)(F)C(F)(F)C(F)(F)C(F)(F)C(=O)N1CCOCC1	0.5%	-0.7%	-5%	1%	-1%	-4%	-1.8	84	0.6%	i	41
CC(C)c1nnc(NC(=O)C2CCCN2C(=O)Nc2ccc(F)cc2)s1 (stereo not given)	-0.1%	0.1%	-7%	6%	11%	-5%	-1.1	50	0.9%	i	40
COc1ccc(C(=O)N/N=C/c2ccccn2)cc1OC	-0.4%	0.7%	-4%	6%	2%	7%	-0.1	65	0.0%	i	24
CCCOc1nc(SCCC)nc2c1cnn2-c1ccccc1	0.1%	4.4%	-6%	3%	-2%	4%	5.1	85	0.1%	i	51
NC(N)=N/N=C/c1cccc(Cl)c1Cl	-0.7%	4.2%	-2%	15%	8%	3%	4.8	37	4.4%	i	24
O=C(CN1C(=O)C(=O)N(Cc2ccco2)C1=O)NC1CCCCC1	-0.4%	2.3%	3%	5%	6%	12%	0.6	42	-0.1%	i	35
O=c1c2ccccc2nnn1CSc1nnnn1-c1ccc(O)cc1	-1.8%	20%	-1%	7%	2%	22%	3.7	45	1.3%	i	22
COc1ccc(Cc2nc(-c3ccncc3)no2)cc1	-1.1%	6.4%	-2%	-6%	0%	1%	0.5	63	-1.5%	i	26
O=C(O)CC(NC(=O)C12CC3CC(CC(C3)C1)C2)c1ccc(Cl)cc1 (stereo not given)	-0.3%	1.4%	-9%	8%	3%	6%	-0.5	82	0.0%	i	33
CCOC(=O)NC(=O)/C(N=Nc1ccc(C(F)(F)F)cc1)=C(\C)O	-1.0%	-1.5%	-2%	3%	5%	2%	0.1	39	3.0%	i	18
COc1cc(CNC2CCCCC2)c(Br)cc1OC1CCCC1	-1.6%	-0.1%	2%	12%	2%	15%	8.3	38	0.1%	i	23
C[C@@H]1COC(=O)[C@H](CC(=O)OC(C)(C)C)C/C=C\C[C@@H](CC(=O)N[C@H](CO)Cc2ccccc2)C(=O)N1	.	.	-2%	5%	.	.	-1.5	49	-0.3%	i	55
CC(CCc1ccccc1)NC(=O)COC(=O)c1ccccc1Br (stereo not given)	-0.3%	8.3%	-6%	4%	-2%	4%	-0.9	71	-0.1%	i	31
Cc1cc(C)c(S(=O)(=O)Nc2cccc(C(=O)O)c2)cc1S(=O)(=O)Nc1cccc(C(=O)O)c1	.	-1.7%	0%	6%	.	9%	1.5	41	0.0%	i	35
Cc1ccc(S(=O)(=O)N(Cc2ccc(Cl)cc2)c2ccccc2C(=O)NCc2cccnc2)cc1	1.5%	5.6%	1%	9%	7%	8%	4.5	37	0.4%	i	43
Cc1ccc2[nH]c(=O)c3cc(C(=O)NCC4CCCO4)sc3c2c1 (stereo not given)	0.7%	0.8%	-3%	11%	-4%	10%	0.3	35	-0.9%	i	45
Nc1ccccc1-c1nnc2n1CCCCC2	0.4%	-0.3%	-2%	2%	3%	7%	0.1	46	0.1%	i	36
Cc1ccnc(NC(=O)CNC(=O)c2ccc3c(c2)OCO3)c1	0.2%	0.5%	2%	7%	9%	-6%	-1.4	62	0.2%	i	8
O=C(Nc1cc(F)ccc1F)C1CCCO1 (stereo not given)	-0.1%	1.3%	-4%	10%	12%	6%	0.4	37	-1.2%	i	36
Cc1ccccc1-c1nc(P(=O)(c2ccccc2)c2ccccc2)c(N2CCOCC2)o1	-0.5%	5.6%	-5%	5%	-10%	7%	7.3	51	-0.3%	i	16
COC(=O)CCCC(=O)N1CCCC(C(=O)c2ccc(OC)cc2C)C1 (stereo not given)	0.2%	-0.5%	-7%	-1%	-3%	22%	-0.7	38	0.4%	i	20
CCc1cc(C(=O)NNC(=O)CCN2CCN(c3ccccc3)CC2)sc1C	-0.3%	1.8%	-7%	4%	3%	15%	-1.1	58	0.5%	i	8
CCOc1ccccc1C(=O)Nc1nnc(COC)s1	0.4%	2.5%	-5%	6%	8%	26%	-0.9	78	3.2%	i	34
CCCn1c(SCC(=O)Nc2ccc3c(c2)CCC3)n[nH]c1=O	0.1%	0.6%	-2%	0%	-2%	9%	1.5	63	-0.2%	i	50
CC1CCCCN1CCNC(=O)C1CCN(S(=O)(=O)c2cccc3nsnc23)CC1 (stereo not given)	-0.5%	1.7%	-3%	7%	-9%	14%	0.4	52	-0.2%	i	42
Cc1cc(OC(=O)c2ccccc2[N+](=O)[O-])c([N+](=O)[O-])c(=O)[nH]1	-0.4%	0.5%	0%	11%	.	.	-2.0	74	-0.3%	i	29

Five entries picked at random from the list so far, as already listed:
SMILES	West Nile antiviral	RSV CPE inhibition	Dengue-2 NS5 capping	MgcRacGAP inhibition	Salmonella PhoP GFP	Large T inhibition	NTR1 ag	NTR1 ag cell count 20 µM	UTI89 phage lysis	T cell HTS	T cell HTS vesicle-bound %	others
CCOc1ccccc1C(=O)Nc1nnc(COC)s1	0.4%	2.5%	-5%	6%	8%	26%	-0.9	78	3.2%	i	34
Cc1ccc(S(=O)(=O)N(Cc2ccc(Cl)cc2)c2ccccc2C(=O)NCc2cccnc2)cc1	1.5%	5.6%	1%	9%	7%	8%	4.5	37	0.4%	i	43
CC(CCc1ccccc1)NC(=O)COC(=O)c1ccccc1Br (stereo not given)	-0.3%	8.3%	-6%	4%	-2%	4%	-0.9	71	-0.1%	i	31
Cc1ccc2[nH]c(=O)c3cc(C(=O)NCC4CCCO4)sc3c2c1 (stereo not given)	0.7%	0.8%	-3%	11%	-4%	10%	0.3	35	-0.9%	i	45
O=C(Nc1cc(F)ccc1F)C1CCCO1 (stereo not given)	-0.1%	1.3%	-4%	10%	12%	6%	0.4	37	-1.2%	i	36

Screening results as filed in PubChem BioAssay.
